# Compound activity from PubChem.
# SENP8 block-1 = SENP8 protease inhibitors, primary screen, biochemical, luminescence; Sentrin-specific protease 8 (Homo sapiens), Q96LD8; purified SENP8, Z-RLRGG-aminoluciferin cleavage; inhibition, % at 10 µM; hit rate 1.2% among 330,000; AID 2540, 2010; in the data active = inhibition above about 50%
# Target sequence (Q96LD8 whole entry, looked up): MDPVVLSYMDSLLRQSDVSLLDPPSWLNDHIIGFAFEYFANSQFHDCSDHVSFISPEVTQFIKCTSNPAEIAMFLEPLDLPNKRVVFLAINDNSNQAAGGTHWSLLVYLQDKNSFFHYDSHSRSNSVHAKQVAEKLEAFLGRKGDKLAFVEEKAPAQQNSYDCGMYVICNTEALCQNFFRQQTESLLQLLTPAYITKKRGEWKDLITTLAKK
# PfG6PD inh = PfG6PD enzyme inhibitors, primary screen, biochemical, fluorescence intensity, uHTS. PfGluPho enzyme, NADPH resazurin-diaphorase fluorescence. inhibition, % at 20 µM. hit rate 0.78% among 350,000. AID 504690, 2011;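 active = inhibition reaching at least a set limit at 20 µM in the primary screen, cut at about 59% in these data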;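 also: 0% = DMSO wells with substrate and 100% = DMSO wells lacking glucose-6-phosphate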
# HKDC1 inhibitor = HKDC1 hexokinase inhibitors, primary screen, biochemical, fluorescence, uHTS; recombinant HKDC1, G6PDH/diaphorase resazurin coupled fluorescence; inhibition, % at 20 µM; hit rate 0.16% among 340,000;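 active = inhibition above about 35% when tested at 20 µM, limit read from the data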;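 also: plate controls were DMSO wells with enzyme for no effect and DMSO wells lacking enzyme for full effect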
#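 Test system: Recombinant HKDC1 (HK5) hexokinase enzyme, produced in-house | Input: HKDC1 at 5 µg/mL | Buffer or medium: Tris pH 8.0 buffer with MgCl2, Tween-20, BSA, BME | Schedule: 90 min reaction incubation at room temperature, dark | Technique: Resazurin-to-resorufin fluorescence via G6PDH and diaphorase coupling, 525/613 nm | Controls: DMSO wells with and without enzyme mix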
# SENP8 block-2 = human SENP8 protease inhibitors, primary screen, biochemical, fluorescence, Nedd8 protein substrate, uHTS; inhibition, % at 20 µM; Sentrin-specific protease 8 (Homo sapiens), Q96LD8; hit rate 0.64% among 360,000; recombinant SENP8; AID 602440, 2012; in the data active = inhibition mostly above about 40%, no sharp cut-off; inactive = mostly below about 27%
# SENP7 inh = SENP7 protease inhibitors, primary screen, biochemical, luminescence, uHTS | recombinant SENP7, Z-RLRGG-aminoluciferin luminescence, 40 min | AID 434973, 2010 | hit rate 1.5% among 330,000 | inhibition, % at 5 µM | Sentrin-specific protease 7 (Homo sapiens), Q9BQF6;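 active = inhibition above about 50% at the single test dose, limit read from the data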;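 also: plate controls were DMSO with enzyme for no effect and no enzyme buffer wells for full effect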
# Apaf-1 inh = inhibitors of human Apaf-1 apoptosome, primary screen, biochemical, DEVD-Rh110 fluorescence, uHTS; hit rate 0.71% among 330,000; reconstituted apoptosome caspase-3 activity; inhibition, % at 20 µM; AID 489030, 2010; active = inhibition of at least 40% at 20 µM;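 also: plate controls were DMSO wells for no effect and DEVD-CHO caspase inhibitor wells for full effect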
#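 System – cell-free apoptosome with Apaf-1, procaspase-3 and caspase-9 · Buffer or medium – pH 7.5 Hepes buffer with CHAPS, BSA, DTT · Also added – cytochrome c with DEVD-Rh110 · Times – 30 min compound preincubation, 50 min activation, room temperature · Technique – Rh110 fluorescence intensity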
# SENP6 inh = SENP6 protease inhibitors, primary screen, biochemical, luminescence, uHTS | Sentrin-specific protease 6 (Homo sapiens), Q9GZR1 | Recombinant SENP6 catalytic domain, aminoluciferin luminescence | inhibition, % at 10 µM | hit rate 1.8% among 330,000 | AID 2599, 2010;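 active = inhibition above about 50% at the single tested dose, limit read from the data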;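 also: plate controls were DMSO wells with enzyme for no effect and DMSO wells lacking enzyme for full effect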
# Target sequence (Q9GZR1 628-1112 limits assumed): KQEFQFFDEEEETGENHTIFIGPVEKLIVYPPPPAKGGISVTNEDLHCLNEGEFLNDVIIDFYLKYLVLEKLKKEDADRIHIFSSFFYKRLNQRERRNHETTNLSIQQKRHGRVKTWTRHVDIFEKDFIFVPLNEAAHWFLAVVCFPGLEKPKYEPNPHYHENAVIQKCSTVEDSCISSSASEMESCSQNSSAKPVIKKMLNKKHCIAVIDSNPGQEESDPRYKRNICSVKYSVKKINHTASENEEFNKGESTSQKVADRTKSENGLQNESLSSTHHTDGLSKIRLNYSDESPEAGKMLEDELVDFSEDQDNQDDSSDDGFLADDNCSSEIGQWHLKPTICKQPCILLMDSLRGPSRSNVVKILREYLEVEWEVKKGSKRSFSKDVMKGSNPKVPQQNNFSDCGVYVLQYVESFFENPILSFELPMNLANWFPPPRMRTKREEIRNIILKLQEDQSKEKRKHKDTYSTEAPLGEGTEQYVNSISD
# SENP1 FRET inh = human SENP1 catalytic domain inhibitors, primary screen, biochemical, FRET, uHTS; Sentrin-specific protease 1 (Homo sapiens), Q9P0U3; recombinant SENP1 catalytic domain, CyPet-SUMO1-YPet FRET cleavage; inhibition, % at 10 µM; hit rate 0.21% among 360,000;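 active = inhibition at least 30% at 10 µM, raw YFP signal under a set limit, fluorescence ratio 0.5 to 1.5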;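 also: 0% = enzyme with DMSO and 100% = no enzyme wells; some results filed as inactive read as strong as hits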
# Target sequence (Q9P0U3 419-644 limits assumed): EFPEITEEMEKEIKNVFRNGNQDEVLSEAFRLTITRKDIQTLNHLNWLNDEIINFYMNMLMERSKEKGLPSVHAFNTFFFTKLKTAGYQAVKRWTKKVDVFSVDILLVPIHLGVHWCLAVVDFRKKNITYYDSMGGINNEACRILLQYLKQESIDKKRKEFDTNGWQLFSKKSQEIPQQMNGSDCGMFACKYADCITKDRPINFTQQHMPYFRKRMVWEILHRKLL
#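 Compound: 10 µM single point, 0.5% DMSO; Test system: hSENP1 catalytic domain, recombinant; Timing: 50 min reaction at room temperature; Technique: FRET, CFP and YFP emission; Control set: no-enzyme wells low, DMSO-plus-enzyme wells high control.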
# Active calls of the source: *; x = no result given.
SMILES,SENP8 block-1,PfG6PD inh,HKDC1 inhibitor,SENP8 block-2,SENP7 inh,Apaf-1 inh,SENP6 inh,SENP1 FRET inh
CC(=O)n1cc(N(C(=O)CCl)c2ccc([N+](=O)[O-])cc2)c2ccccc21,6,0,48*,19,3,-14,-3,5
C[C@H](NC(=O)C1CC(=O)N(c2ccc3c(c2)OCCO3)C1)C(=O)N1CCCCC1 (stereo partly drawn),12,-8,2,-12,-3,5,1,3
COc1ccc(F)c(CN2CCCC(CO)(Cc3cccc(Cl)c3)C2)c1 (stereo not drawn),-1,6,4,7,1,1,-26,-6
CCOc1ccc(NC(=O)COc2ccc(-n3cnnn3)cc2)cc1,-7,11,5,22,10,-12,-16,1
NNC(=O)c1cncc(Br)c1,3,-8,-5,-2,5,-10,-8,4
O=C(NCc1ccco1)c1ccc2c(c1)N(Cc1ccccc1)C(=O)CS2,-4,-2,0,10,-1,-1,1,-2
CN1CCN(CC(=O)Nc2ccccc2Oc2ccccc2)CC1,6,2,1,20,4,-13,-16,0
COc1ccc(OC)c(CNc2ccc([N+](=O)[O-])cc2C)c1,-8,6,-1,17,4,-2,-15,-4
COc1ccc(C(=O)OCc2c(-c3cccc(OC)c3)ncc3ccccc23)cc1,-3,7,-1,-2,5,10,0,-2
Cc1ccc(Nc2nc(OC(C(F)(F)F)C(F)(F)F)nc(N3CCOCC3)n2)cc1,-7,13,1,19,13,3,-27,3
C=CCNC(=S)NNC(=O)COc1cccc(Cl)c1,9,0,-8,15,6,-9,-4,1
COc1ccc(C(=O)/C=C/c2cccnc2)c(OC)c1,-10,17,3,19,8,2,-9,-2
Cc1ccc(C(=O)COC(=O)CNC(=O)c2ccco2)cc1,-12,0,-4,13,-6,-7,-8,1
COc1ccc(Cc2nc3ccc(C(=O)NCCc4cccc(C)n4)cc3o2)cc1,5,-5,2,15,9,-9,9,2
COC(=O)C1NN=C(C(=O)c2ccc(Cl)cc2)C1c1ccc(OC)cc1 (stereo not drawn),2,-2,-9,24,6,10,4,2
C#CCNC(=O)c1cc2sccc2n1C,3,-9,-12,1,0,-7,-5,-18
Cc1ccc(C(=O)Nc2ccc(N3CCN(C)CC3)nc2)cc1,0,-12,-8,6,5,-13,9,0
O=C(CCN1C(=O)c2ccccc2S1(=O)=O)Nc1ccccc1O,-13,4,-6,5,-10,-1,-22,1
Cc1cccc(C2=NN(c3ccccc3)[C@@H](C(=O)N3CCOC3=O)[C@@H]2C)c1,x,19,1,-376,5,26,x,-22
O=C(Nc1cc(S(=O)(=O)Nc2ccc(Cl)cc2)ccc1O)c1ccc(S(=O)(=O)N2CCCCCC2)cc1,1,25,1,-6,2,12,-10,3
CCOc1ccc(CCNC(=O)c2ccc3nc(N4CCOCC4)sc3c2)cc1OCC,-1,-10,23,16,2,-8,0,0
COc1ccc(S(=O)(=O)NCc2ccco2)cc1NC(=O)c1ccccc1,-1,-14,6,4,9,0,-25,1
Cc1nn(C)cc1C(=O)Nc1ccc2c(c1)OCCO2,-5,-5,-3,10,0,3,-16,0
Cc1cc(C(=O)N/N=C/C=C/c2ccccc2[N+](=O)[O-])c(C)o1,-1,14,-5,13,7,5,-16,0
C=CCSC(CC)(CC)C(N)=O,-4,5,-4,32,-1,-3,-5,-1
O=c1nc(-c2ccccc2)c2cc(SC(F)F)ccc2[nH]1,-8,15,-1,-358,7,4,5,-15
CCOc1ccc(C2=Nn3c(nnc3-c3ccccc3OC)SC2)cc1,x,6,0,14,x,x,x,3
CCOC(=O)C1=C(C)N=c2s/c(=C\c3ccc(OCC(=O)O)cc3)c(=O)n2C1c1ccccc1OC (stereo not drawn),3,-9,3,-2,-1,8,6,-26
CC(=O)c1cccc(NC(=O)c2cc3ccccn3n2)c1,-1,17,-3,9,7,1,19,0
CCC(=O)Oc1ccc2c(c1)O/C(=C\c1ccco1)C2=O,-5,9,7,-225,-7,-3,-3,-38
CN1CCN(Cc2c(O)ccc3cc(-c4ccccn4)c(=O)oc23)CC1,2,-7,6,-392,-5,-2,-7,-23
O=c1ccn([C@@H]2O[C@H](CO)[C@@H](O)[C@H]2O)c(=O)[nH]1,1,-6,-6,7,-2,-7,-6,1
O=C(NCC(c1ccco1)N1CCN(c2ccccc2F)CC1)c1ccco1 (stereo not drawn),-1,-5,-3,10,-4,9,-3,1
COc1ccc(/C=C2/SC(=O)N(CC(O)Cn3c4ccccc4c4ccccc43)C2=O)cc1 (stereo not drawn),4,4,-3,-1,1,-1,1,2
COc1ccc(OCC(=O)N2CC3(C)CC2CC(C)(C)C3)cc1 (stereo not drawn),-2,0,-4,12,2,4,-5,0
COc1ccccc1C(=O)NC(C)C(c1cccs1)N1CCN(C)CC1 (stereo not drawn),-6,-13,-3,5,-4,-5,-19,2
COCCN(C(=O)CCC(=O)Nc1nccs1)C(C(=O)NC(C)(C)C)c1ccc(F)cc1 (stereo not drawn),6,0,-1,-5,-5,-3,-10,1
CCSc1nnc(-c2cccnc2)n1-c1ccc(C)c(Cl)c1,-5,-1,4,1,-2,-11,-6,3
Cn1nccc1C(=O)N1CCc2ccccc21,-6,6,-5,13,-7,16,-15,2
Cc1ccc(NC(=O)CN2C(=O)NC(C)(c3ccc(Cl)cc3)C2=O)c(Br)c1 (stereo not drawn),1,-11,5,18,-2,21,-7,3
CCN(C(=O)COC(=O)c1ccccc1NC(=O)c1ccco1)C1CCS(=O)(=O)C1 (stereo not drawn),7,-16,-4,-6,3,-4,10,2
Cc1cccc(C(=O)NCc2nnc(SCC(=O)N3CCN(c4ccccc4)CC3)n2C)c1,-12,-15,2,5,-17,-2,-1,3
COC(=O)Cc1c(C)[nH]n(-c2cc(Cl)cc(Cl)c2)c1=O,0,2,14,59*,13,40,17,1
O=C(N/N=C/c1ccsc1)c1ccc2c(c1)OCO2,-17,-7,1,10,-10,4,-5,2
N#Cc1c(F)cccc1NCCCn1ccnc1,4,11,-2,-289,-3,-17,-4,-1

# Reprinted at random: five entries already listed
SMILES,SENP8 block-1,PfG6PD inh,HKDC1 inhibitor,SENP8 block-2,SENP7 inh,Apaf-1 inh,SENP6 inh,SENP1 FRET inh
N#Cc1c(F)cccc1NCCCn1ccnc1,4,11,-2,-289,-3,-17,-4,-1
CCN(C(=O)COC(=O)c1ccccc1NC(=O)c1ccco1)C1CCS(=O)(=O)C1 (stereo not drawn),7,-16,-4,-6,3,-4,10,2
CCSc1nnc(-c2cccnc2)n1-c1ccc(C)c(Cl)c1,-5,-1,4,1,-2,-11,-6,3
Cc1ccc(NC(=O)CN2C(=O)NC(C)(c3ccc(Cl)cc3)C2=O)c(Br)c1 (stereo not drawn),1,-11,5,18,-2,21,-7,3
O=C(N/N=C/c1ccsc1)c1ccc2c(c1)OCO2,-17,-7,1,10,-10,4,-5,2

# Next records follow:
SMILES,SENP8 block-1,PfG6PD inh,HKDC1 inhibitor,SENP8 block-2,SENP7 inh,Apaf-1 inh,SENP6 inh,SENP1 FRET inh
CC(=O)c1cccc(OCC(=O)c2cc(C)n(-c3cc(C)on3)c2C)c1,9,117*,3,-70,7,11,4,0
Cc1cc(O)c(N=Cc2cc3c(cc2[N+](=O)[O-])OCO3)cc1C,3,54,-1,6,0,6,13,0
CC1CCN(CCC(=O)Nc2ccc(Cl)cc2)CC1,11,2,3,11,-2,-5,-10,0
O=C(Cn1c(NCCCO)nc2ccccc21)c1ccc(Cl)cc1,-6,-11,3,6,-8,5,-25,4
COc1ccc(NC(=O)C2(c3ccc(NC(=O)c4ccc(OC)cc4)cc3)CCCC2)cc1,-6,-10,-12,-131,-2,-1,-20,0
Cc1cnc(CN(C)C(=O)C2CCC(=O)N(CCc3ccccc3)C2)[nH]1 (stereo not drawn),3,-15,-6,14,0,-2,-7,2
CN1C(=O)/C(=C/C=C2\SCCN2C)N(C)C1=S,21,30,-10,31,23,8,36,12
CCOC(=O)Cn1nc(C)n(-c2ccc(F)cc2)c1=O,-8,-2,4,1,-10,-1,-13,2
CCN(CC)S(=O)(=O)c1ccc(/C=C/C(=O)OCC(=O)c2c(N)n(C)c(=O)n(C)c2=O)cc1,8,16,2,11,12,7,21,0
CCOC(=O)Cc1csc(NC(=O)CC(C)(C)CC(=O)O)n1,1,-18,-1,0,4,-2,-3,-1
CN1CCN(c2oc(-c3cccs3)nc2S(=O)(=O)c2ccccc2)CC1,3,-1,-3,-20,0,-2,-20,1
COc1ccccc1C(=O)NCCC(=O)N1CC(C)OC(C)C1 (stereo not drawn),x,6,-3,-2,x,x,x,1
CCCCN1C(=O)N(C)C2C1N(C)C(=O)N2CCCC (stereo not drawn),4,-5,-4,13,9,4,2,-1
O=C(NC1CCCCCCC1)c1ccc(F)c(S(=O)(=O)N2CCOCC2)c1,8,3,-2,13,-1,0,-10,1
O=C(Cn1cnc2c(nnn2-c2cccc(Cl)c2)c1=O)N1CCCC1,10,-5,-13,15,0,2,4,-1
CCCC(=O)OCC(=O)Nc1cc([N+](=O)[O-])ccc1OC,-2,5,-5,17,4,6,-9,0
COc1ccc(-c2nc(N)sc2C2(O)C(=O)Nc3c(Br)cc(F)cc32)cc1OC (stereo not drawn),0,5,-4,-8,4,4,-12,0
O=C(/C=C/c1ccccc1)OCc1cncs1,-19,16,-5,5,-8,9,-23,0
Cc1ccc(CNC(=O)c2ccc(CS(=O)Cc3cccc(Cl)c3)o2)cc1 (stereo not drawn),8,3,-2,-3,0,1,7,1
COc1ccc(S(=O)(=O)NCc2ccccc2Cl)cc1OC,6,-15,-7,9,0,2,3,2
O=C1NC2=C(C(=O)CCC2)C(c2cccc([N+](=O)[O-])c2)N1 (stereo not drawn),-5,-1,-6,12,14,-6,8,3
Cc1ccc(C)c(N2CCN(C(=O)CCc3nc(-c4ccccc4C(F)(F)F)no3)CC2)c1,x,7,-3,3,8,25,x,-1
c1ccc(OCCOc2ncnc3sccc23)cc1,-7,-1,-3,25,12,0,19,-4
N#CCSc1ccc(S(=O)(=O)N2CCOCC2)cn1,-4,8,-3,-3,3,-8,7,-5
O=C(O)c1cc(Cl)c(Cl)cc1C(=O)Nc1cccc2cccnc12,11,-9,20,61*,69*,21,44,1
CCOC(=O)Cc1csc(NC(=O)c2csc3c2CCCC3)n1,6,5,11,-2,-4,-2,6,-26
Cc1ccc(S(=O)(=O)N2CCN(C(=O)C(Cc3ccccc3)NC(=O)c3ccccc3)CC2)cc1 (stereo not drawn),-8,2,-5,8,-8,19,-6,1
CCOC(=O)c1c(C)[nH]c(C(=O)OCC(=O)N2CCCC2=O)c1C,-1,3,-6,2,7,7,-10,1
CC1CN(S(=O)(=O)c2cccc(C(=O)N(CCc3ccccc3)Cc3ccccc3)c2)CC(C)O1 (stereo not drawn),-6,5,1,1,3,45*,2,-2
CCCCN(CC)Cc1ccc(CNC(=O)Nc2ccccc2)o1,-2,-12,-3,7,-6,-13,-17,1
C=CCNC(=O)c1ccccc1NC(=O)COc1ccc(OC)cc1,1,0,16,16,3,-8,3,1
